Bioassay records deposited in PubChem by several laboratories.
West Nile virus CPE – West Nile virus antiviral activity, cell-based, CPE readout (AID 1621) | West Nile virus-infected cells, CPE inhibition; higher % means a stronger effect | hit rate 0.02% among 290,000 | CPE inhibition, % at 10 µM; hits with a dose series show IC50 in µM; in the data active = a potency from the dose series; inconclusive = CPE inhibition mostly from about 3.7% at the one dose, without a potency; inactive = the rest, 99 in 100 with CPE inhibition below about 2.2%; also: strong numbers were not always called active
RSV antiviral HEp-2 – RSV antiviral activity via CPE protection, HEp-2 cells, primary 10 µM value included (AID 2391). hit rate 0.13% among 310,000. HEp-2 cells, RSV-induced CPE inhibition; higher % means a stronger effect. CPE inhibition, % at 10 µM, or IC50 in µM where a hit was titrated; in the data active = a potency from the dose series; inconclusive = CPE inhibition mostly from about 23% at the one dose, without a potency; inactive = the rest, 99 in 100 with CPE inhibition below about 21%; also: strong numbers were not always called active
K1F lysis inhibition – inhibition of K1F phage lysis, E. coli UTI89, bacterial capsule biogenesis inhibitors, alamar blue (AID 488966) | E. coli UTI89 K1F phage lysis, alamar blue, 2 h; higher % means a stronger effect | inhibition, % at 100 µM; hits with a dose series show IC50 in µM | hit rate 0.02% among 340,000;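 active = phage lysis inhibition, versus mean bacterial control, above a set limit; inconclusive = no clear call, values can overlap the other calls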;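 also: capsule biogenesis inhibitors block K1F phage lysis so surviving cells raise fluorescence; higher fluorescence means more inhibition of phage lysis; actives were called in the ten point dose series up to 300 µM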
Yfh1-off respiration – enhancers of respiration in Yfh1-depleted yeast, dose response, Friedreich's ataxia, plus single-dose screen (AID 1465); hit rate 0.074% among 220,000; S. cerevisiae Yfh1-off respiration, WST-1 reduction, 72 h; higher fold induction means a stronger effect; fold induction at 50 µM; hits with a dose series show EC50 in µM;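 active = fold induction of absorbance versus untreated yeast above a set limit, then at least 30% activation at any dose in follow-up; inconclusive = repeats straddling the limit, or above it without dose testing; inactive = fold induction below the set limit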;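 also: activators that raise dye reduction in frataxin-depleted yeast; strong numbers were not always called active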
SV40 large T antigen – SV40 large T antigen inhibitors, biochemical (AID 1903); SV40 large T antigen ATPase/helicase inhibition assay; higher % means a stronger effect; one-dose inhibition, % at 20 µM; IC50 in µM for titrated hits; hit rate 0.39% among 310,000; in the data active = a potency from the dose series; inconclusive = inhibition mostly from about 32% at the one dose, without a potency; inactive = the rest, 99 in 100 with inhibition below about 32%; also: strong numbers were not always called active
NS5 inhibitors – Dengue-2 NS5 methyltransferase inhibitors, primary screen, biochemical, confirmation dose response (AID 588689); Dengue-2 NS5 methyltransferase capping enzyme assay, biochemical; higher % means a stronger effect; inhibition, % at 25 µM, or IC50 in µM where a hit was titrated; hit rate 0.3% among 340,000; in the data active = a potency from the dose series; inconclusive = inhibition above about 29% without an active follow-up result
XIAP displacement – small molecules displacing peptide from XIAP – biochemical, IAP family, fluorescence polarization (AID 1018); hit rate 0.007% among 200,000; displacement, % at 20 µM, or IC50 in µM where a hit was titrated; XIAP BIR domain, fluorescence polarization peptide displacement; higher % means a stronger effect; in the data active = displacement above about 50%; also: a part of the inactive calls stands beside numbers as strong as those of hits
ER stress rescue – rescue of cells from ER stress-induced death, primary screen, 384-well, CSM14.1, thapsigargin, ATP luminescence (AID 1222); CSM14.1 thapsigargin-induced death rescue, ATP luminescence; higher % means a stronger effect; 190,000 tested, under 10 active; cellular ATP content (survival), % at 20 µM, or EC50 in µM where a hit was titrated;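 active = EC50 below 50 µM in the dose-response confirmation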;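 also: death triggered by thapsigargin at about 15 µM added after 2 h compound pretreatment; cell ATP read after overnight thapsigargin exposure of roughly 18 to 22 hours; normalized against plate controls of thapsigargin alone and 5% DMSO vehicle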
WT yeast gro inh – growth inhibition of WT yeast, mitochondrial fusion screen. mitochondrial fusion phenotypic screen, WT strain. inhibition, % at 10 µM. hit rate 2.1% among 190,000; in the data active = inhibition above about 58%; tested in S. cerevisiae
WT yeast gro inh mutant strain – second read-out of WT yeast gro inh, no call of its own (marks repeat the call); inhibition, %; mitochondrial fusion phenotypic screen, mutant strain inhibition
NS5 inhibitors pilot replicate – recorded beside NS5 inhibitors, whose call it bears; inhibition, %; measured here: pilot screen replicate inhibition
The depositor's hits bear a star; i = inactive; ? = inconclusive; · = no result given; & = joins results of further samples; [ ] = remark or other dose. Random draw from the library. About 2.2% of those tested had a hit in this group.

Start of the listing, in advance, 4 compounds:
SMILES	West Nile virus CPE	RSV antiviral HEp-2	K1F lysis inhibition	Yfh1-off respiration	SV40 large T antigen	NS5 inhibitors	XIAP displacement	ER stress rescue	WT yeast gro inh	WT yeast gro inh mutant strain	others
COc1ccc(C)cc1NC(=O)c1nn(-c2ccccc2)cc1OC	-0.5%	13%	-0.1%	·	-2%	-2%	·	·	·	·
COc1cccc2sc3ccc(NCc4ccc5c(c4)OCO5)cc3c(=O)c12	-0.4%	11%	-1.4%	·	19%	0%	·	·	·	·
Cn1ccc(C(=O)N/N=C/c2c[nH]c3ccccc23)n1	0.1%	1.5%	-0.6%	·	5%	18%	·	·	·	·
O=C1C(c2ccc(F)cc2)N(C2CCCCC2)C(=O)CN1C1CCCC1 (stereo unspecified)	-0.8%	-1.7%	0.7%	i	3%	-5%	-1.1%	0.0%	4	5

Main list, from the first entry:
SMILES	West Nile virus CPE	RSV antiviral HEp-2	K1F lysis inhibition	Yfh1-off respiration	SV40 large T antigen	NS5 inhibitors	XIAP displacement	ER stress rescue	WT yeast gro inh	WT yeast gro inh mutant strain	others
COc1ccc(C)cc1NC(=O)c1nn(-c2ccccc2)cc1OC	-0.5%	13%	-0.1%	·	-2%	-2%	·	·	·	·
COc1cccc2sc3ccc(NCc4ccc5c(c4)OCO5)cc3c(=O)c12	-0.4%	11%	-1.4%	·	19%	0%	·	·	·	·
Cn1ccc(C(=O)N/N=C/c2c[nH]c3ccccc23)n1	0.1%	1.5%	-0.6%	·	5%	18%	·	·	·	·
O=C1C(c2ccc(F)cc2)N(C2CCCCC2)C(=O)CN1C1CCCC1 (stereo unspecified)	-0.8%	-1.7%	0.7%	i	3%	-5%	-1.1%	0.0%	4	5
NS(=O)(=O)c1ccc(CNC(=O)CSc2ccccc2)cc1	-0.2%	1.9%	-0.9%	i	9%	6%	-8.1%	-1.7%	12	15
O=C(Nc1nc(-c2ccccc2)cs1)c1cccc(S(=O)(=O)N2CCN(Cc3ccccc3)CC2)c1	·	13%	0.6%	·	3%	-2%	-2.1%	2.0%	17	15
CN1CCN(C(=S)c2ccc(-c3cccc(Cl)c3Cl)o2)CC1	-2.0%	52%	-0.1%	i	17%	2%	-1.5%	0.7%	20	44
Cc1ccc(CC(=O)Nc2ccc([N+](=O)[O-])cc2C)cc1	-0.4%	-0.4%	-0.1%	i	0%	0%	-11%	-0.5%	-2	2
Cc1cccc2c1c1ccc3c(c1n2C)C(=O)C=CC3=O	-0.8%	·	0.0%	i	·	33µM*	·	·	·	·
CC(C)(Oc1ccc(CCNC(=O)c2ccc(Cl)cc2)cc1)C(=O)O	0.6%	-1.1%	4.2%	i	4%	8%	-8.5%	-1.6%	-10	-24
COc1ccccc1OCCCCCc1c(C)n[nH]c1C	-0.9%	-1.8%	7.2%	i	1%	-2%	-8.3%	-0.2%	-5	10
Cc1cc(C)c(NC(=O)CSc2nc3ncc(Cl)cc3[nH]2)c(C)c1	-0.3%	8.1%	0.4%	·	10%	4%	·	·	·	·
C/C(Cn1nnc([N+](=O)[O-])n1)=N\NC(=O)c1ccc(O)cc1O	1.0%	-0.8%	-3.8%	i	24%	-5%	-5.1%	-1.2%	14	5
COc1cc(NC(=O)Cn2c([N+](=O)[O-])cnc2C)c(OC)cc1Cl	-0.4%	2.0%	0.0%	·	7%	-5%	·	·	·	·	NS5 inhibitors pilot replicate=-4.0
COCC(=O)Nc1ccccc1NC(C)=O	0.2%	0.8%	0.3%	i	9%	3%	-1.4%	-0.9%	-12	-7
Cc1cc(C)n(-c2nc(-c3ccccc3)cs2)n1	0.3%	21%	2.1%	i	13%	-15%	-6.0%	-1.0%	13	29
CCc1cc[n+](C2=C([O-])c3ccccc3C(=O)/C2=N\S(=O)(=O)c2cccs2)cc1	-0.2%	1.5%	-1.7%[50 µM]	i	7%	15%	-0.2%	-1.6%	19	23
O=C(NCc1cccnc1)C(=O)NCC1OCCN1S(=O)(=O)c1ccc(Cl)cc1 (stereo unspecified)	1.1%	1.4%	-1.1%	i	8%	-8%	-6.1%	-4.9%	-6	-6
CCOC(=O)C1=C(C)N=c2s/c(=C\c3cccc(OCC(=O)O)c3)c(=O)n2C1c1ccccc1 (stereo unspecified)	0.3%	6.1%	0.2%	·	17%	25%	·	·	·	·
CC(C)c1ccc(N(C(=O)CNC(=O)c2ccco2)C(C(=O)NC2CCCC2)c2cccnc2)cc1 (stereo unspecified)	-1.1%	0.6%	-0.4%	·	24%	2%	·	·	·	·
CC(=O)NC(CC(=O)O)c1ccc(F)cc1 (stereo unspecified)	-0.3%	1.0%	0.6%	i	1%	-3%	2.1%	-0.9%	-11	-2
O=C(Nc1nc2ccc(F)cc2s1)Oc1ccccc1	-0.1%	0.9%	0.5%	·	6%	-1%	·	·	·	·
Cc1cc2nncn2c2ccccc12	0.0%	4.7%	-0.5%	i	2%	-5%	-5.5%	0.2%	-8	-3
CCc1ccc(NC(=O)CSc2nc3cc(C(=O)OC)ccc3c(=O)n2Cc2ccco2)cc1	0.5%	1.1%	0.1%	i	3%	8%	-24%	2.2%	-14	-2
C=CCSc1nnc(CSc2nc3sc4c(c3c(=O)[nH]2)CCCC4)n1-c1ccccc1	-0.1%	·	2.0%	i	17%	4%	-5.3%	1.5%	5	3

Continuation.
SMILES	West Nile virus CPE	RSV antiviral HEp-2	K1F lysis inhibition	Yfh1-off respiration	SV40 large T antigen	NS5 inhibitors	XIAP displacement	ER stress rescue	WT yeast gro inh	WT yeast gro inh mutant strain	others
Cc1ccc(F)c(NC(=O)/C(C#N)=C(\O)c2ccc(C(C)(C)C)cc2)c1	0.2%	?	10%	i	5%	33µM*	-11%	·	10	-4
Cc1noc(/C=C/NCc2cccnc2)c1S(=O)(=O)N(C)CC(=O)N1CCc2ccccc21	-0.3%	-0.2%	-0.5%	i	3%&18%	-3%	-5.4%	-1.4%	8	4
O=C(N/N=C/c1cc(Br)cs1)C(O)c1ccccc1 (stereo unspecified)	-0.1%	0.9%	1.5%	·	11%	-4%	·	·	·	·
O=C(NCc1ccccc1)c1ccc(C(=O)N(C2CCCCC2)C2CCCCC2)cc1	2.7%	5.2%	0.2%	i	13%	-4%	-0.9%	0.7%	62*	5.6*
COc1ccc(-c2nc(CS(=O)CC(=O)NCC3CCCO3)c(C)o2)cc1 (stereo unspecified)	1.4%	0.4%	-2.2%	i	10%	-6%	1.6%	-1.1%	9	1
CCOC(=O)[C@H]1[C@H]2COc3ccccc3[C@@H]2N2C(=O)c3cc(C)ccc3NC(=O)[C@@]12C	·	0.4%	1.1%	·	14%	-3%	·	·	·	·
Cc1cc(=O)oc2cc(OCc3ccc(C(=O)OCC(=O)N(C)C4CCS(=O)(=O)C4)cc3)ccc12 (stereo unspecified)	-0.1%	-0.6%	-0.1%	i	13%	-9%	·	·	·	·
COC(=O)c1ccc2c(c1)C(=O)N(C1CCCCC1)C2=O	0.4%	0.4%	0.4%	i	6%	-1%	-6.7%	1.2%	19	-3
O=C(COc1ccccc1[N+](=O)[O-])N/N=C/c1cccc(OC(=O)c2ccc3c(c2)OCO3)c1	0.0%	?	1.7%[50 µM]	i	19%	1%	-8.4%	6.9%	10	4
CCOc1cc(CNn2cn[nH]c2=S)cc(Cl)c1OCc1ccccc1F	1.2%	18%	2.9%	i	23%	-6%	2.6%	1.4%	69*	22*
Cc1cc(C(F)(F)F)nn1CC(=O)Nc1ccc(Br)c2cccnc12	-0.6%	3.0%	0.2%	i	7%	0%	-1.7%	-0.5%	-2	-7
Cc1cc(NC(=O)CSc2nnc3ccc(-c4ccc(F)cc4)nn23)no1	·	0.3%	1.7%[50 µM]	·	11%	0%	·	·	·	·
O=C(COC(=O)c1ccc(S(=O)(=O)Nc2ccccc2)cc1)NCCC1=CCCCC1	0.0%	0.7%	0.2%	i	0%	-6%	3.7%	-1.9%	-11	2
CC(C)NCCOCCOc1ccc(Cl)cc1Br	-0.9%	-0.1%	-0.1%	i	2%	-2%	-2.7%	-3.1%	8	14
C/C(=N\N1C(=O)c2ccccc2C1=O)c1cccc([N+](=O)[O-])c1	0.1%	1.8%	3.8%	i	1%	1%	-5.1%	0.5%	-11	-15
COc1ccc2cc(C(C)c3nc4ccccc4c(=O)n3N)ccc2c1 (stereo unspecified)	-1.4%	12%	-0.1%[50 µM]	i	13%	-10%	-1.4%	-1.3%	25	12
CCCCN(C(=O)c1cccc2c(=O)c(C)c(-c3ccccc3)oc12)c1ccccc1	-0.7%	·	-0.3%	i	7%	-6%	-73%	-2.4%	78*	23*
CCCCn1c(N)c(N(CCC(C)C)C(=O)c2cc(CC)c(C)s2)c(=O)[nH]c1=O	·	-0.3%	1.1%[50 µM]	·	7%	0%	·	·	·	·
Cc1cc(C)c(NC(=O)CCCOC(=O)C2=COCCO2)c(C)c1	-0.4%	0.8%	0.3%	i	1%	-3%	-4.0%	-2.6%	2	7
COc1cc(C(=O)NCCOc2ccc(C)c(C)c2)cc(OC)c1OC	-0.8%	2.4%	1.0%	·	0%	-8%	·	·	·	·
CC(C)C(C(=O)NCc1ccco1)N(C(=O)CNS(=O)(=O)c1ccc(Cl)cc1)C1CCCC1 (stereo unspecified)	-0.1%	-0.6%	0.4%	i	1%	-4%	-5.2%	3.9%	-37	0
Cc1cccc(NS(=O)(=O)c2ccc(C(=O)NCC(c3ccco3)N3CCCCC3)cc2)c1C (stereo unspecified)	·	12%	1.4%[50 µM]	·	9%	1%	·	·	·	·
COC(=O)c1cc(NC(=O)C2(S(=O)(=O)c3ccc(Cl)cc3)CC2)cc(C(=O)OC)c1	0.0%	-0.1%	-0.1%	i	3%	0%	-4.8%	-4.0%	0	-18
COc1ccc(-n2ncc3c2CC(C)(C)CC3NC(=O)C2=CC(=O)CC(C)(C)O2)cc1 (stereo unspecified)	-0.3%	2.4%	-0.1%	·	5%	-11%	·	·	·	·
O=C(NN1C(=O)c2ccccc2NC1c1cccnc1)c1ccccc1 (stereo unspecified)	-0.3%	0.4%	-0.4%	i	3%	-9%	-2.3%	-1.0%	1	-6
CCOc1ccc(CCNC(=O)c2ccc(C)c(N3CCCC3=O)c2)cc1OCC	-0.9%	2.4%	0.0%	i	-41%	-8%	-4.5%	·	-4	-15
O=C(C1=C[C@H](c2csc3ccccc23)C[C@H](OCc2ccc(CO)cc2)O1)N1CCN(Cc2ccccc2)CC1	-0.3%	0.2%	0.4%	i	6%	-16%	-5.2%	2.0%	97*	38*
C=CCN(C(=O)c1cccc(S(=O)(=O)N2CCN(C)CC2)c1)c1nc(-c2ccccc2)cs1	-0.3%	13%	0.7%	i	1%	-1%	-0.3%	3.3%	59*	12*
Cc1c(C(=O)N(C)c2ccccc2Cl)cnn1-c1ccccc1	-0.6%	0.5%	1.1%	·	2%	1%	·	·	·	·
